inhibitors of VEEV: inhibitors of VEEV TC-83 cytopathic effect, confirmation, Vero cells (AID 588727); 350,000 compounds, 0.13% hits; inhibition, % at 20 µM; hits with a dose series show IC50 in µM; Vero cells, VEEV TC-83 cytopathic effect inhibition; higher % means a stronger effect; in the data active means a potency from the dose series; inconclusive means inhibition mostly from about 14% at the one dose, without a potency; inactive means the rest, 99 in 100 with inhibition below about 12%; further: strong numbers were not always called active
H37Rv inhibition: M. tuberculosis growth inhibition, HTS (AID 449762) | M. tuberculosis H37Rv growth inhibition, 7H9 media; higher % means a stronger effect | one-dose inhibition, % at 25 µM; IC50 in µM for titrated hits | 330,000 compounds, 0.59% hits; in the data active means a potency from the dose series; inconclusive means inhibition above about 70% without an active follow-up result;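 further: bacterial growth assessed after seven days of incubation; strong numbers were not always called active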
tuberculosis growth: growth inhibition of non-replicating M. tuberculosis (AID 488890); 320,000 compounds, 0.39% hits; inhibition, % at 25 µM, or IC50 in µM where a hit was titrated; Mycobacterium tuberculosis non-replicating, growth inhibition; higher % means a stronger effect; in the data active means a potency from the dose series; inconclusive means inhibition mostly from about 82% at the one dose, without a potency; inactive means the rest, 99 in 100 with inhibition below about 76%;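 further: plate controls were DMSO cells for no effect and high antibiotic wells for full effect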
Salmonella PhoP GFP: PhoP regulon inhibitors, Salmonella typhi PhoP promoter GFP reporter, confirmatory (AID 1850). 310,000 compounds, 0.33% hits. one-dose inhibition, % at 50 µM; IC50 in µM for titrated hits. Salmonella Typhi PhoP-promoter GFP reporter, fluorescence, 4 h; higher % means a stronger effect; in the data active means a potency from the dose series; inconclusive means inhibition mostly from about 25% at the one dose, without a potency; inactive means the rest, 99 in 100 with inhibition below about 19%;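 further: 0% = induced wells with vehicle and 100% = uninduced wells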
influenza NS1A: H1N1 influenza NS1A inhibitors, functional cell based assay (AID 504329) | NS1A functional cell-based assay, percent inhibition; higher % means a stronger effect | inhibition, % at 12.5 µM; hits with a dose series show IC50 in µM | 340,000 compounds, 0.3% hits; in the data active means a potency from the dose series; inconclusive means inhibition above about 27% without an active follow-up result; further: strong numbers were not always called active
inhibitors of VEEV 10K pilot screen: also measured in inhibitors of VEEV; calls as there; inhibition, %; measured here: 10K pilot screen inhibition
The depositor's hits bear a star; i = inactive; ? = inconclusive; / = no result given.

SMILES | inhibitors of VEEV | H37Rv inhibition | tuberculosis growth | Salmonella PhoP GFP | influenza NS1A | others
Cc1cccc2sc(N(CCCN(C)C)C(=O)c3sc4ccccc4c3Cl)nc12 | 1.0% | -11.5% | 8.3% | -4.1% | 12.8% | inhibitors of VEEV 10K pilot screen=8.3
CCCS(=O)(=O)c1cnc(C2COc3ccccc3O2)nc1N (stereo not drawn) | 0.8% | 2.2% | -8.0% | 4.4% | -3.1%
CSc1nc2c(c(=O)[nH]1)C(c1ccc(Br)cc1)CC(=O)N2 (stereo not drawn) | 2.9% | 37.2% | 3.1% | 7.2% | /
COc1ccc(CN2CCC(c3nc4ccc(Cl)cc4[nH]3)CC2)cc1 | 0.1% | -0.2% | 55.9% | 11.8% | -2.2%
O=C(CSc1ncn[nH]1)Nc1ccc(S(=O)(=O)N2CCCC2)cc1 | 3.9% | -5.1% | -8.1% | 1.0% | -11.0%
COc1ccc(OCc2cc(C(=O)N(C)CC3CCCCO3)no2)c(Cl)c1 (stereo not drawn) | 1.6% | 7.3% | 61.8% | -1.9% | -4.6%
O=C(O/N=C\c1ccc(N2CCCCC2)c([N+](=O)[O-])c1)c1c(F)cccc1F | 4.0% | 2.5% | ? | -2.4% | -9.7%
COc1ccc(OC)c(NC(=O)CN(c2ccc(C)cc2)S(=O)(=O)c2c(C)noc2C)c1 | 1.7% | 6.2% | 10.2% | 15.5% | 8.9%
CCOC(=O)c1c(NC(=O)CNCC(O)CO)sc(C)c1C (stereo not drawn) | 0.1% | -10.4% | -7.5% | -14.1% | -1.2%
C=C(C)CNC(=S)NNC(=O)CCn1c2cc(Cl)ccc2c2ccc(Cl)cc21 | 6.8% | 1.6% | -33.7% | 0.2% | 1.6%
Cc1cccc(C(=O)Nc2nnc(SCC(=O)NCc3ccco3)s2)c1 | 6.5% | 5.0% | 75.5% | -4.9% | 0.8%
COc1ccccc1NC(=O)C1=C(C)Nc2ncnn2C1c1ccccc1C (stereo not drawn) | 3.4% | -16.0% | -3.4% | -8.7% | 0.0%
O=C1CS/C(=N/N=C2CCCC2)N1 | 0.4% | -2.3% | 22.9% | 3.4% | -9.0%
CCCCNC(=O)/C=C/c1cccs1 | 2.6% | -5.7% | ? | 22.3% | -6.8%
CCOc1ccc(-n2c(SCC(N)=O)nnc2-c2cccnc2)cc1 | 2.0% | -8.3% | -12.6% | 4.7% | 8.6%
CCOC(=O)c1c(S(=O)(=O)NCC(=O)N2CCN(c3ccc(OC)cc3)CC2)c(C)n(C)c1C | 1.4% | -0.4% | -6.5% | -19.7% | 14.6%
Cc1cc(NC(=O)COc2cccc(C)c2C)no1 | 1.2% | -7.2% | / | -15.8% | 3.9%
C[C@@H](C(=O)OCC(=O)c1ccccc1)N1C(=O)C2CCCCC2C1=O (stereo partly drawn) | 2.2% | 2.3% | -0.8% | / | -4.8%
COc1ccc(-c2sc3ccc(OC)cc3c2-c2ccc(OC)c(F)c2)cc1 | 3.1% | 6.6% | -13.9% | / | 0.7%
O=Cc1ccc(-c2ccc([N+](=O)[O-])cc2Cl)o1 | 1.1% | / | / | / | -21.7%
O=C(CCN1N=C(c2ccccc2)CCC1=O)NC1CCCC1 | 0.8% | -11.2% | -2.3% | 0.1% | 4.6%
Cc1ccc(CS(=O)(=O)CCC(=O)NCc2ccccc2Cl)cc1 | i | 3.1% | 16.6% | -3.6% | 2.8%
COCCn1c(Cc2ccccc2)nnc1SCC(=O)NC(C)(C)C | 1.9% | -4.5% | 2.7% | -4.2% | -0.3%
O=C1N/C(=N/S(=O)(=O)c2ccccc2)S/C1=C/c1cccnc1 | i | -9.0% | 56.6% | -9.0% | -10.0%
CCOC(=O)CSc1nnc(CNc2ccc(F)cc2)o1 | 3.3% | -0.4% | ? | -11.6% | -21.5%
Following part.
SMILES | inhibitors of VEEV | H37Rv inhibition | tuberculosis growth | Salmonella PhoP GFP | influenza NS1A | others
CCCC(CCC(=O)OC)(C(=O)OCC)c1csc(N)n1 (stereo not drawn) | i | -5.2% | -5.3% | 3.2% | -8.8%
Cc1ccc(-n2c(SCC(=O)Nc3cc(C)on3)nc3c(c2=O)SC(C)C3)cc1 (stereo not drawn) | 7.1% | 1.9% | 12.8% | -4.1% | -17.4%
COc1cc(Cn2ccnc2)c(OC)cc1Cn1ccnc1 | 1.2% | 0.1% | -4.0% | -3.8% | 26.2%
COc1ccc(OC)c(-c2csc(NC(=O)C3=NNC(=O)CC3)n2)c1 | 9.0% | -0.7% | 1.3% | -0.9% | -0.9%
Cc1cc2nc[nH]c2cc1[N+](=O)[O-] | 0.1% | 3.0% | 1.8% | 0.7% | 9.9%
COC(=O)c1cnc(Oc2c(Cl)cc(N)cc2Cl)cc1C(F)(F)F | 2.2% | 10.8% | 2.6% | 1.8% | 1.1%
COc1ccc(OC)c(C2c3[nH]c4ccccc4c3C[C@H]3C(=O)N(CCCOC(C)C)CC(=O)N23)c1 (stereo partly drawn) | 0.8% | 1.8% | -0.6% | -2.1% | -0.1%
Cc1ccc(NC(=O)N(CCCN2CCOCC2)Cc2cc3cc4c(cc3[nH]c2=O)OCO4)cc1 | 9.2% | 3.0% | -10.8% | -8.3% | 12.5%
CCOC(=O)c1ccccc1NC(=O)Cn1cnc2c(cnn2-c2ccccc2)c1=O | 1.1% | -2.7% | 0.3% | -3.0% | -17.2%
O=C(Oc1ccc(Cl)c(Cl)c1)C1=CC=CN2CCS(=O)(=O)N=C12 | 4.4% | -5.0% | 3.0% | / | -8.9%
C=CC[C@H](CC(=O)NCCO)C(=O)N[C@H](COC(=O)[C@@H](CC=C)Cc1ccc(F)cc1)C(C)(C)C | 0.8% | -2.9% | 10.4% | / | -4.9%
Cc1ccc(SCC(=O)Nc2ccc(C(=O)Nc3ccc(O)cc3)cc2)cc1 | 1.4% | -5.2% | -33.6% | -0.2% | 11.3%
Cc1nc2ccc(S(=O)(=O)NC(C(=O)N3CCn4c3nc3ccccc34)C(C)C)cc2s1 (stereo not drawn) | 1.3% | -10.2% | / | -1.1% | 0.6%
COc1cc(Cl)c(C)cc1NC(=O)COC(=O)C1CC1C (stereo not drawn) | 8.3% | -2.4% | 24.7% | / | 6.7%
Cc1[nH]n(-c2ccc(Cl)cc2)c(=O)c1C=Nc1ccc(S(=O)(=O)N2CCOCC2)cc1 | 1.1% | 1.9% | 37.3% | -7.4% | 6.1%
O=C(NC1CC1)C1=C[C@@H](c2coc3ccccc3c2=O)C[C@@H](OCc2ccc(CO)cc2)O1 | 11.0% | 1.2% | 15.5% | -9.7% | -7.8%
CCCNC(=O)Nc1nc(CC(=O)OCC)cs1 | 1.4% | -3.5% | -5.2% | -5.6% | -3.8%
CCOC(=O)C1=C(C)NC2=C(C(=O)CCC2)C1c1cccnc1 (stereo not drawn) | 1.9% | 2.4% | 1.6% | -6.4% | -3.5%
O=C(c1ccc(S(=O)(=O)N2CCOCC2)cc1)N1CCN(c2ccc(F)cc2)CC1 | 1.3% | -6.3% | 32.1% | -12.2% | -1.4%
Cc1ccc(NC(=O)CCn2ccc([N+](=O)[O-])n2)nc1 | 2.8% | 4.0% | -15.1% | -4.9% | 5.4%
COc1ccccc1NC(=O)CSc1nnc(Cc2ccccc2)o1 | 4.1% | -0.8% | 69.6% | -0.4% | 26.4%
O=C(NCCCN1CCCCC1)C1CCCN(c2ncnc3c2nc2n3CCCCC2)C1 (stereo not drawn) | i | -4.6% | 10.0% | -1.4% | -6.5%
Cc1ccc(C(=O)N2CCN(C(=O)c3ccco3)CC2)cc1NC(=O)c1ccco1 | i | -1.1% | -7.1% | -6.8% | 8.0%
CNC(=O)C(C)NS(=O)(=O)c1ccc(F)cc1 (stereo not drawn) | 0.9% | 0.4% | -7.3% | 6.7% | -2.1%
Cc1cc(O)c(C(C[N+](=O)[O-])c2ccc(Cl)cc2Cl)c(=O)o1 (stereo not drawn) | i | 17.7% | ? | 15.6% | -8.4%
Remaining list, next part
SMILES | inhibitors of VEEV | H37Rv inhibition | tuberculosis growth | Salmonella PhoP GFP | influenza NS1A | others
CS(=O)(=O)C1=NSC2=NC(=O)/C(=C\c3cccn3-c3ccccc3Cl)C(=N)N21 | 1.0% | 12.2% | 54.2% | -10.3% | 10.3%
Cc1cc([N+](=O)[O-])nn1CC(=O)Nc1ccc(F)cc1 | 0.9% | 5.0% | -17.0% | -3.6% | -0.2%
CC(=O)Nc1cccc(NC(=S)Nc2cccc3ccccc23)c1 | 8.7% | 2.5% | 40.8% | 2.2% | -0.9%
CCNS(=O)(=O)c1ccc(CCC(=O)NCCC2=CCCCC2)cc1 | 0.7% | 6.3% | -27.7% | -7.8% | -10.8%
Cc1oc(-c2ccccc2F)nc1CS(=O)CC(=O)NCCN1CCCCC1C (stereo not drawn) | 0.3% | 1.6% | 9.3% | 12.1% | -1.1%
COc1ccc(S(=O)(=O)NCCSCc2ccco2)cc1C | i | 3.4% | 8.2% | -14.6% | -8.5%
C=CCOc1cccc(C2NC(=O)c3ccccc3O2)c1 (stereo not drawn) | 1.2% | 4.5% | 49.3% | -6.0% | 19.6%
CCN(CC)CCNCc1ccc(-c2ccc(Cl)cc2)o1 | 0.5% | -6.8% | ? | 5.4% | 2.2%
CCOc1cc(/C=C2/C(=O)ON=C2C)ccc1OCc1ccccc1 | / | 24.6% | 22.6% | -1.8% | /
Cc1ccc2nc3n(c(=O)c2c1)-c1ccc(Cl)cc1C(=O)NC3Cc1ccccc1 (stereo not drawn) | / | -2.7% | 1.2% | / | /
Cc1ccc(-n2cc(CNC(C)Cc3cnccn3)c(-c3cccc(C)c3)n2)cc1 (stereo not drawn) | i | 64.1% | 77.3% | -12.5% | 1.5%
CC1=C(C(=O)OC2CCCCC2)C(c2ccc(C)o2)C2=C(CCCC2=O)N1 (stereo not drawn) | 4.5% | -8.2% | 20.6% | 1.0% | 2.2%
COc1cc(NC(=O)CSc2nc3c(C)ccc(C)c3cc2C)c(C(=O)O)cc1OC | 1.6% | -1.3% | 22.1% | 1.0% | -2.3%
Nc1cccc2[nH]c(=O)c3ccccc3c12 | 3.6% | / | / | / | -17.8%
CCC(CC)C(=O)Nc1nnc(S(=O)(=O)N2CCCCCC2)s1 | 1.4% | -6.2% | 25.7% | -13.8% | 2.9%

Of the compounds above, 13 contain an aryl methoxy group.
SMILES | inhibitors of VEEV | H37Rv inhibition | tuberculosis growth | Salmonella PhoP GFP | influenza NS1A | others
COc1ccc(CN2CCC(c3nc4ccc(Cl)cc4[nH]3)CC2)cc1 | 0.1% | -0.2% | 55.9% | 11.8% | -2.2%
COc1ccc(OCc2cc(C(=O)N(C)CC3CCCCO3)no2)c(Cl)c1 (stereo not drawn) | 1.6% | 7.3% | 61.8% | -1.9% | -4.6%
COc1ccc(OC)c(NC(=O)CN(c2ccc(C)cc2)S(=O)(=O)c2c(C)noc2C)c1 | 1.7% | 6.2% | 10.2% | 15.5% | 8.9%
COc1ccccc1NC(=O)C1=C(C)Nc2ncnn2C1c1ccccc1C (stereo not drawn) | 3.4% | -16.0% | -3.4% | -8.7% | 0.0%
CCOC(=O)c1c(S(=O)(=O)NCC(=O)N2CCN(c3ccc(OC)cc3)CC2)c(C)n(C)c1C | 1.4% | -0.4% | -6.5% | -19.7% | 14.6%
COc1ccc(-c2sc3ccc(OC)cc3c2-c2ccc(OC)c(F)c2)cc1 | 3.1% | 6.6% | -13.9% | / | 0.7%
COc1cc(Cn2ccnc2)c(OC)cc1Cn1ccnc1 | 1.2% | 0.1% | -4.0% | -3.8% | 26.2%
COc1ccc(OC)c(-c2csc(NC(=O)C3=NNC(=O)CC3)n2)c1 | 9.0% | -0.7% | 1.3% | -0.9% | -0.9%
COc1ccc(OC)c(C2c3[nH]c4ccccc4c3C[C@H]3C(=O)N(CCCOC(C)C)CC(=O)N23)c1 (stereo partly drawn) | 0.8% | 1.8% | -0.6% | -2.1% | -0.1%
COc1cc(Cl)c(C)cc1NC(=O)COC(=O)C1CC1C (stereo not drawn) | 8.3% | -2.4% | 24.7% | / | 6.7%
COc1ccccc1NC(=O)CSc1nnc(Cc2ccccc2)o1 | 4.1% | -0.8% | 69.6% | -0.4% | 26.4%
COc1ccc(S(=O)(=O)NCCSCc2ccco2)cc1C | i | 3.4% | 8.2% | -14.6% | -8.5%
COc1cc(NC(=O)CSc2nc3c(C)ccc(C)c3cc2C)c(C(=O)O)cc1OC | 1.6% | -1.3% | 22.1% | 1.0% | -2.3%
